Screening data (PubChem BioAssay)
Rv3671c protease = Rv3671c serine protease inhibitors, primary screen, biochemical, fluorescence polarization, M. tuberculosis H37Rv; P9WHR9; inhibition, % at 5.96 µM; actives 0.048% (n = 320,000); in the data active = inhibition above about 38%;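 also: extracellular domain of Rv3671c used as enzyme; 0% = enzyme with DMSO and 100% = no enzyme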
Target sequence (P9WHR9 whole entry, looked up, the tested form may be a part): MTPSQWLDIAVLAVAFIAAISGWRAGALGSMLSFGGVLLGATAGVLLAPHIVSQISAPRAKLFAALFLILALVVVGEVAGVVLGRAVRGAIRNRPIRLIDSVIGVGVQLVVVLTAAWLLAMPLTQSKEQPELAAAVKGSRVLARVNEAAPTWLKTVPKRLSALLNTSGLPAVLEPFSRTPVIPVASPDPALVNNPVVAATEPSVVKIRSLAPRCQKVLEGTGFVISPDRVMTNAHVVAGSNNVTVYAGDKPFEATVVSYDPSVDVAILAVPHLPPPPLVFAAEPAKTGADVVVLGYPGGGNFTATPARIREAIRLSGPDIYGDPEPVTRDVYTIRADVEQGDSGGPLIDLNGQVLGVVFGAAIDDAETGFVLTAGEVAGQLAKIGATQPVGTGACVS
PrPC surface inh = inhibitors of human cell surface prion protein PrPC, primary screen, cell-based, TR-FRET. Major prion protein (Homo sapiens), P04156. TR-FRET read-out. inhibition, % at 13.8 µM. actives 0.43% (n = 370,000); in the data active = inhibition above about 24%; also: 0% = median of the test wells and 100% = reference compound wells
MazF activator = activators of E. coli MazEF toxin-antitoxin RNase, primary screen, biochemical, fluorescence, uHTS; FAM/BHQ RNA-DNA oligo cleavage fluorescence, 5 h; activation, % at 20 µM; actives 0.32% (n = 350,000); in the data active = activation above about 50%
Target sequence (P0AE70 whole entry, looked up): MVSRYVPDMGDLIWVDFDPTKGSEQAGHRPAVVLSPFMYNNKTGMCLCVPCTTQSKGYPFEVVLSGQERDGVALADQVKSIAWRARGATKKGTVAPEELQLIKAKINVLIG
CCHF vOTU inh = CCHFV vOTU protease inhibitors, primary screen, biochemical, Pep-AMC substrate, fluorescence | inhibition, % at 11.5 µM | actives 0.55% (n = 370,000) | AID 651958, 2012; in the data active = inhibition above about 30%; also: 0% = vehicle wells with enzyme and 100% = no enzyme wells
Anthrax LF inh2 = Bacillus anthracis LF protease inhibitors, primary screen, biochemical, multiplex microsphere, MLPCN library; Lethal factor (Bacillus anthracis), P15917; multiplex microsphere protease cleavage assay; inhibition, % at 10 µM; actives 0.12% (n = 360,000); AID 588501, 2011; also: plate controls were buffer without enzyme for full effect and enzyme alone for no effect
BoNT-A LC inh2 = BoNT/A light chain protease inhibitors, primary screen, biochemical, flow cytometry, MLPCN library; multiplex microsphere protease substrate cleavage; inhibition, % at 10 µM; actives 0.17% (n = 360,000); AID 588499, 2011; also: plate controls were buffer without enzyme for full effect and enzyme alone for no effect
SSB-PriA inh = inhibitors of Klebsiella pneumoniae PriA binding to SSB C-terminal tail, primary screen, biochemical, AlphaScreen | PriA–SSB C-terminal tail interaction (Klebsiella pneumoniae) | AlphaScreen SSBct-PriA binding, biotinylated peptide | inhibition, % at 33 µM | actives 0.6% (n = 430,000); in the data active = inhibition mostly above about 37%, no sharp cut-off; inactive = mostly below about 20%;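 also: plate controls were negative control peptide for no effect and reference peptide for full effect; strong numbers were not always called active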
SARS 3CLpro inh = SARS-CoV 3CLpro protease inhibitors, primary screen, biochemical, quenched FRET | recombinant SARS-CoV 3CLpro, quenched FRET peptide cleavage | inhibition, % at 6 µM | actives 0.14% (n = 290,000); in the data active = inhibition above about 12%
BoNT F protease = BoNT/F light chain protease inhibitors, primary screen, biochemical, flow cytometry, MLPCN library. Botulinum neurotoxin type F light chain protease (Clostridium botulinum). Multiplex microsphere protease cleavage assay. inhibition, % at 10 µM. actives 0.22% (n = 360,000); in the data active = inhibition above about 35%, passing the limit was not always enough; inconclusive = no clear call, values can overlap the other calls; also: plate controls were buffer without enzyme for full effect and enzyme alone for no effect
VHR inh abs = VHR1 phosphatase inhibitors, primary screen, biochemical, absorbance, uHTS | AID 1654, 2009 | recombinant VHR phosphatase, pNPP absorbance | actives 0.52% (n = 290,000) | inhibition, % at 13.3 µM; in the data active = inhibition above about 50%; also: some compounds called inactive have numbers as strong as hits
Target sequence (P51452 whole entry, looked up): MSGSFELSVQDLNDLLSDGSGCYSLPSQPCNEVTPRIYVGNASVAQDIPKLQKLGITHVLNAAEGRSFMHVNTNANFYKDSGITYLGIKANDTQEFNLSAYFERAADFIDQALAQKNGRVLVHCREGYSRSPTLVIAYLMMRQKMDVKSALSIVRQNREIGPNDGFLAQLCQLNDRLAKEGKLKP
Starred values were filed as active, the others as inactive; ? = inconclusive; nt = not tested or not shown; & = joins results of further samples. Rule as the data show it, unless noted: active = inhibition above about 30%; inconclusive = no clear call, values can overlap the other calls; inactive = below that.

SMILES | Rv3671c protease | PrPC surface inh | MazF activator | CCHF vOTU inh | Anthrax LF inh2 | BoNT-A LC inh2 | SSB-PriA inh | SARS 3CLpro inh | BoNT F protease | VHR inh abs
Cc1cc(C(=O)OCC(=O)N2C(C)CCCC2C)c(C)o1 (centres undefined) | -6 | 3 | 2 | 5 | -1 | 0.9 | -15 | 5 | 6 | nt
C[C@H]1C(=O)N(C)CCN1C(=O)c1ccccc1OC1CCN(S(C)(=O)=O)CC1 | -10 | 4 | 5 | 5 | -2 | -1.1 | -9 | 3 | -2 | -1
CCCCCCCC(=O)OCC(=O)[C@@]1(O)CC[C@H]2[C@@H]3CCC4=CC(=O)CC[C@]4(C)[C@H]3[C@@H](O)C[C@@]21C | -50 | 2 | 3 | 16 | -6 | 0.0 | -5 | 6 | 10 | 5
CCOC(=O)N1CCN(C(=O)c2ccc(N(Cc3ccccc3Cl)S(C)(=O)=O)cc2)CC1 | -6 | -7 | 2 | 5 | -2 | -1.8 | -3 | 2 | 5 | nt
Cc1ccc(NC(=O)C2CCCN(C(=O)c3ccc(Cl)cc3)C2)cc1C (centres undefined) | -8 | -1 | 0 | 4 | 1 | -2.7 | 1 | 2 | -9 | -4
NS(=O)(=O)c1cccc(NC(=O)COC(=O)CCCc2c[nH]c3ccccc23)c1 | -1 | -2 | 2 | -5 | 1 | -1.4 | 7 | -2 | -10 | 37
CCCCCCC(=O)N1CCCC(c2nc(-c3cccc(OC)c3)no2)C1 (centres undefined) | 6 | 2 | 6 | 7 | 1 | -0.6 | -10 | -2 | -1 | 7
FC(F)(F)c1ccc(CN2C[C@@H]3C(c4ccccc4)C4(c5cccnc5)CC3(C4)[C@H]2c2ccccc2)cc1 (some centres undefined) | 4 | -3 | -6 | 8 | -1 | -0.3 | -3 | nt | 2 | 22
O=C(CSc1nc2ccccc2c(=O)[nH]1)N1CCCCC1 | 2 | 8 | -1 | -3 | 1 | -1.2 | -5 | 4 | -8 | -13
O=C(Cc1ccc(Cl)c(Cl)c1)Nc1ccc(S(=O)(=O)Nc2ncccn2)cc1 | 4 | -7 | 4 | 10 | -9 | -0.5 | -5 | -4 | 18 | -7
CC(NC(=O)CCl)c1ccc(Cl)c(Cl)c1 (centres undefined) | 13 | -4 | -12 | -1 | -2 | -0.3 | -11 | 20* | -7 | 6
CC(=O)NC12CC3CC(C1)CC(C(=O)N1CCN(S(=O)(=O)c4ccccc4C#N)CC1)(C3)C2 | nt | -7 | 3 | -9 | 4 | 0.9 | 5 | nt | -3 | nt
N=C1SCC(=O)N1c1ncc(Cc2ccccc2Cl)s1 | nt | 8 | 3 | 15 | -5 | -0.6 | 1 | 5 | 4 | 21
O=S1(=O)NCC2(CC2)CN1Cc1ccccc1 | nt | 4 | nt | -4 | -8 | 0.2 | nt | nt | -7 | nt
O=C(NCCc1csc(-c2ccccc2)n1)c1c(F)cccc1F | -2 | -9 | 4 | -2 | 0 | -0.4 | 0 | -1 | -3 | 29
CC(C)(C)CC(=O)NC(=S)NCc1ccccc1 | -3 | -6 | -6 | 9 | -5 | 0.1 | -5 | -1 | -7 | 10
COc1ccc(N2C(=O)CCC2=O)cc1 | 3 | -1 | 2 | 5 | -2 | ? | 3 | -3 | 5 | 13
CCOC(=O)N1CCN(CC(O)COc2ccccc2C(C)(C)C)CC1 (centres undefined) | 2 | 0 | -6 | -4 | -1 | -0.1 | -5 | -2 | -3 | 0
CCOC(=O)c1c(NC(=O)c2ccccc2Cl)sc2c1CCc1ccccc1-2 | -24 | -2 | -6 | 5 | 0 | 1.2 | -34 | 1 | -7 | -14
Cc1cc(NC(=O)c2ccc(-c3ccccc3[N+](=O)[O-])o2)no1 | -17 | -13 | 11 | 11 | -4 | 3.7 | 1 | nt | -13 | nt
N#Cc1ccc(OCc2nnc(-c3ccc([N+](=O)[O-])cc3)o2)cc1 | 1 | -42 | -1 | -7 | 2 | -1.6 | 3 | 7 | -2 | 6
Cc1ccc(Cl)cc1NC(=O)COC(=O)c1ccc(CN2CCCC2=O)cc1 | -3 | 5 | 7 | 2 | -2 | 0.3 | 0 | nt | 0 | nt
C[C@H](O)C#Cc1ccc2c(c1)O[C@@H](CN(C)C(=O)c1ccncc1)[C@@H](C)CN([C@H](C)CO)S2(=O)=O | nt | -3 | -12 | -5 | 0 | -0.1 | nt | nt | 2 | nt
CN(Cc1nc(-c2cccc(Cl)c2)no1)C1CCOCC1 | -2 | 1 | -5 | 2 | -3 | -0.6 | -10 | 1 | 1 | 35
O=C(O)CC(Cc1ccc(Cl)cc1)C(=O)NCC12CC3CC(CC(C3)C1)C2 (centres undefined) | 1 | 1 | 6 | 4 | -8 | -3.1 | -6 | -2 | 6 | 15
Going on with the list:
SMILES | Rv3671c protease | PrPC surface inh | MazF activator | CCHF vOTU inh | Anthrax LF inh2 | BoNT-A LC inh2 | SSB-PriA inh | SARS 3CLpro inh | BoNT F protease | VHR inh abs
CN(Cc1nc2ccccc2c(=O)[nH]1)C(=O)c1cccc(NC(=O)c2cccs2)c1 | 4 | 3 | 10 | -18 | 1 | 0.1 | -1 | nt | 2 | nt
COc1ccc(C(C)(NC(C)=O)c2nc(-c3cc(F)cc(F)c3)cs2)cc1 (centres undefined) | nt | 5 | nt | 4 | -2 | -0.3 | nt | nt | -4 | nt
O=C(O)CCc1nn2c3ccccc3n(CC(=O)O)c2nc1=O | -8 | 1 | -1 | 0 | -9 | 0.0 | -3 | -2 | -4 | 11
CCOc1ccc(NC(=S)NC(=O)/C=C/c2ccco2)cc1 | -1 | 9 | 11 | -2 | 1 | 0.6 | 0 | 5 | 8 | 10
Cc1ccc(OCc2nc3ccccc3n2C)cc1 | 5 | -4 | 0 | -15 | 13 | -0.4 | -5&-6 | -1 | -21 | 18
COC(=O)c1ccc(Cn2cc(Cl)cn2)o1 | 3 | -6 | 8 | -3 | 2 | -1.1 | 0 | 1 | -5 | 9
CC(C)(C)c1ccc(-c2nnc3sc(-c4ccccn4)nn23)cc1 | -6 | 0 | 1 | 5 | -1 | -0.1 | 46* | 3 | -2 | 17
CC(=O)Nc1ccc(NC(=O)CSC2=NS(=O)(=O)c3cc(Cl)ccc3N2)cc1 | 0 | 3 | 1 | -3 | -4 | 0.7 | -6 | nt | -4 | nt
Cc1ccc(S(=O)(=O)N2CCOCC2)cc1C(=O)N1C(=O)c2cccc(N)c2C1=O | 6 | 3 | -26 | -10 | 0 | -0.1 | -13 | -1 | 0 | 15
Cn1c(=S)[nH]c2[nH]c(=O)cnc2c1=O | 3 | -1 | -2 | -12 | -2 | -0.6 | 9 | -2 | 5 | 5
O=C(COc1ccc(Br)cc1)N(CCO)CCO | 5 | 5 | 17 | 0 | -1 | 0.0 | 1 | 0 | 6 | 11
COc1ccc(-c2cccc(-c3cc(=O)oc4cc5c(cc34)OCO5)c2)cc1 | nt | -1 | -10 | 24 | -1 | 0.5 | -6 | nt | -5 | nt
Cc1c(Nc2nc3ccccc3nc2NS(=O)(=O)c2cccc(Cl)c2)c(=O)n(-c2ccccc2)n1C | -11 | -4 | -3 | 12 | -2 | 0.1 | 7 | 5 | -3 | -14
CCN(CCCNC(=O)C1CCC(=O)N1Cc1ccccc1Cl)c1cccc(C)c1 (centres undefined) | -2 | -2 | -6 | -7 | -4 | -17 | 22 | 1 | -25 | 24
COc1ccc(C(=O)COC(=O)c2ccc3ccccc3n2)cc1 | -5 | -2 | 9 | 11 | -1 | -0.9 | 8&-29 | 2 | -1 | 5
COC(=O)NCC(C)OC(=O)Nc1cccc(Cl)c1 (centres undefined) | 3 | -4 | 9 | 10 | -2 | -0.9 | -11 | 3 | 2 | 29
COc1ccc(C2C=C(c3ccc(F)cc3)NC(=S)N2)cc1OC (centres undefined) | -7 | 3 | 5 | -4 | -2 | -0.1 | 1 | 7 | 0 | 18
O=C(CSc1nccc(=O)[nH]1)NC1CCCCCCC1 | 5 | -4 | 3 | -13 | 5 | -2.2 | 5 | nt | 1 | nt
COC(=O)c1ccc(CSc2nc3c(cnn3-c3ccc(Cl)cc3)c(=O)[nH]2)o1 | nt | 1 | -5 | -14 | -2 | 0.2 | 3 | -2 | -5 | 2
Cc1ccc(S(=O)(=O)c2nc(-c3ccccc3)oc2NCCCN2CCOCC2)cc1 | nt | -9 | 8 | 13 | -2 | -0.3 | 13 | 3 | -1 | 5
O=C1C(=O)N(CCN2CCCCC2)c2ccccc21 | 1 | -1 | 1 | 11 | -1 | 0.4 | -10 | 3 | -2 | 43
CC1CC(C)CN(CCCNC(=O)Cn2cccc2C(=O)c2ccccc2)C1 (centres undefined) | -5 | -11 | 10 | 12 | nt | nt | 1 | 5 | nt | 79
COc1ccc(S(=O)(=O)N2CCCCCC2)cc1C(=O)N(C)Cc1ccc(OC)c(OC)c1OC | 9 | 2 | -1 | 12 | nt | nt | -3 | nt | nt | nt
O=C(/C=C/c1ccco1)Nc1cccc(C(=O)Nc2ccccc2C(=O)O)c1 | -31 | 1 | -9 | 28 | -3 | -0.1 | 1 | 6 | 10 | -13
O=C(Nc1ccc2oc(-c3ccncc3)nc2c1)c1ccc(F)cc1 | -1 | 10 | 0 | -2 | -5 | -0.5 | -15 | 2 | 1 | 10

A different layout for part of the listing above:
Order of results: Rv3671c protease	PrPC surface inh	MazF activator	CCHF vOTU inh	Anthrax LF inh2	BoNT-A LC inh2	SSB-PriA inh	SARS 3CLpro inh	BoNT F protease	VHR inh abs
CCOc1ccc(NC(=S)NC(=O)/C=C/c2ccco2)cc1
 : -1	9	11	-2	1	0.6	0	5	8	10
O=C1C(=O)N(CCN2CCCCC2)c2ccccc21
 : 1	-1	1	11	-1	0.4	-10	3	-2	43

Next structures follow:
SMILES | Rv3671c protease | PrPC surface inh | MazF activator | CCHF vOTU inh | Anthrax LF inh2 | BoNT-A LC inh2 | SSB-PriA inh | SARS 3CLpro inh | BoNT F protease | VHR inh abs
O=C(CN1CCN(c2ccccc2O)CC1)NCCCc1ccccc1 | -3 | 2 | 3 | 14 | -4 | -0.5 | 7 | -3 | -4 | 20
O=C(Nc1ccc(-c2nnn(CC(=O)N3CCN(C(=O)c4ccco4)CC3)n2)cc1)c1ccccc1F | -14 | -2 | nt | 4 | nt | nt | nt | -6 | nt | -14
CCc1cccc(NC(=O)C2CCN(S(=O)(=O)c3cccs3)CC2)c1 | 0 | 6 | -12 | 13 | -5 | 0.2 | 1 | 2 | -5 | -29
COc1cc2c(cc1OC)C(C)N(S(=O)(=O)c1ccc(C)cc1)CC2 (centres undefined) | 3 | 7 | 4 | 14 | 4 | 0.1 | -19 | 3 | -4 | 13
COc1cc2c(cc1OC)C(c1ccc([N+](=O)[O-])cc1)NC(=O)C2 (centres undefined) | -2 | -22 | -13 | 0 | 7 | -0.7 | 3 | -5 | ? | 8
Cc1ccccc1C(=O)Nc1ccc(N2CCCCCC2)cc1 | 13 | 17 | 24 | 1 | -4 | 0.0 | 26 | 7 | -5 | 12
CN(Cc1cnccn1)C(=O)CC1C(=O)NCCN1Cc1cccc(Oc2ccccc2)c1 (centres undefined) | 4 | 0 | 3 | 4 | -2 | -0.5 | -4 | 1 | -6 | 33

A few values from above:
Result of O=C(COc1ccc(Br)cc1)N(CCO)CCO under VHR inh abs: 11
Result of CC(C)(C)CC(=O)NC(=S)NCc1ccccc1 under SARS 3CLpro inh: -1
Result of COC(=O)NCC(C)OC(=O)Nc1cccc(Cl)c1 (centres undefined) under VHR inh abs: 29
Result of C[C@H](O)C#Cc1ccc2c(c1)O[C@@H](CN(C)C(=O)c1ccncc1)[C@@H](C)CN([C@H](C)CO)S2(=O)=O under CCHF vOTU inh: -5

A portion of the library (hit frequency here may not be typical).
